High-throughput results (PubChem BioAssay)
FBW7 activator = human FBW7 E3 ligase activation, primary screen. Q969H0. AlphaScreen FBW7–phospho-cyclin E peptide binding, activator screen. 650,000 compounds, 0.13% hits. normalized activity (activation), % at 26.1 µM. AID 1259310; in the data active = normalized activity above about 1.9%;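 note: purified mutant Fbw7 with reduced substrate affinity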
MITF primary = human MITF inhibition, primary screen; O75030; AlphaScreen MITF homodimerization, bead proximity signal; inhibition, % at 2.6 µM; 650,000 compounds, 0.91% hits; AID 1259374; in the data active = inhibition above about 50%;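 note: 0% = vehicle wells with protein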
Target sequence (O75030 whole entry, looked up): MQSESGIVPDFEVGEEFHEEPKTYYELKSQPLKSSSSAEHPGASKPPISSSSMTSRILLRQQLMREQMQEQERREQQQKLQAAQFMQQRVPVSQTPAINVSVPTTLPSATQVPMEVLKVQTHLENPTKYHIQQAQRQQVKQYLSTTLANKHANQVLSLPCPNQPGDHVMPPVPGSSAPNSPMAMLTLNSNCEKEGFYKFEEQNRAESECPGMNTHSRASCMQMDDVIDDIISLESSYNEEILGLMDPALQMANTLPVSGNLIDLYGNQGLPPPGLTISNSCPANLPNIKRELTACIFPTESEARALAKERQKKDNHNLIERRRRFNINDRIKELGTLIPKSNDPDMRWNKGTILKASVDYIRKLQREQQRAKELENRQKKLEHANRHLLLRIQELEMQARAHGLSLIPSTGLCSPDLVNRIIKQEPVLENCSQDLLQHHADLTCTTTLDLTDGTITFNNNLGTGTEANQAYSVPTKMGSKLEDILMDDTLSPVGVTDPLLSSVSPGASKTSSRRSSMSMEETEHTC
GPR151 activ = human GPR151 activation; Q8TDV0; PathHunter beta-arrestin GPR151 cells, luminescence; activation, % at 11.2 µM; 650,000 compounds, 1% hits; in the data active = activation above about 4.9%;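 note: 0% = median of compound wells and 100% = cells with positive control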
Target sequence (Q8TDV0 whole entry, looked up): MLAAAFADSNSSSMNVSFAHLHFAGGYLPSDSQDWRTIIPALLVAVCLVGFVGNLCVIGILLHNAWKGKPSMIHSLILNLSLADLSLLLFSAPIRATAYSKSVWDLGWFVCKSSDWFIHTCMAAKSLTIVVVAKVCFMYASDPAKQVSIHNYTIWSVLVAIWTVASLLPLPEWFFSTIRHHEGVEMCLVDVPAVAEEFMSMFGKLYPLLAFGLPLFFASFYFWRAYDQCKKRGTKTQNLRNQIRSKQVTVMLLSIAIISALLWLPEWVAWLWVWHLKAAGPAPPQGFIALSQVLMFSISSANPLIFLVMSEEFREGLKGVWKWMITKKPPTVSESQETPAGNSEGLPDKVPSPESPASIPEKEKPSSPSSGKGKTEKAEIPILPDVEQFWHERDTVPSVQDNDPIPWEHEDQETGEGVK
TEAD-YAP inh = TEAD-YAP interaction inhibition; 640,000 compounds, 1.4% hits; HEK-TIYL cells, TEAD-Gal4/YAP UAS-luciferase luminescence; inhibition, % at 9.12 µM; in the data active = inhibition above about 32%;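 note: 0% = median of test compound wells and 100% = reference inhibitor wells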
Numbers without * were called inactive; & = joins results of further samples. Outcome played no part in choosing rows, and some 3.4% of all compounds hit somewhere here.

SMILES	FBW7 activator	MITF primary	GPR151 activ	TEAD-YAP inh
CS(=O)(=O)Nc1ccc(C(=O)NCCSCc2ccccc2Cl)cc1	0.1	-5	-1.2	-9
Cc1cccc(-n2nnc3c(=O)n(CC(=O)c4ccccc4)cnc32)c1	0.1	12	0.2	0
C=CCn1c(SCC(=O)Nc2ccc(C)c(F)c2)nnc1-c1ccco1	-0.1	-2	0.0	9
O=C(NCCc1ccc(O)cc1)c1cccc(-c2ccc(N3CCOCC3)nc2)n1	-0.1	-2	-1.4	46*
CCn1c(C2CC(=O)N(c3ccccc3Br)C2)nc2ccccc21 (stereo not given)	0.3	5	4.7	4
COc1cc(S(=O)(=O)N2CCCCC2)ccc1N	-0.3	-4	0.3	8
CCC(=O)NC(=S)Nc1cccc([N+](=O)[O-])c1C	-0.1	6	-0.2	10
CC(C)C(c1nnnn1CC1CCCO1)N1CCN(c2cccc(Cl)c2)CC1 (stereo not given)	0.0	1	1.4	1
COc1cccc(OCCOCC(O)CN2CCN(c3ccccc3OC)CC2)c1 (stereo not given)	0.0	7	-0.6	13
CC1(c2ccc3c(c2)OCCO3)NC(=O)N(CC#N)C1=O (stereo not given)	-0.1	-13	-1.1	-5
CCc1ccc2[nH]c(=O)c(CN(CCO)C(=O)Nc3ccccc3OC)cc2c1	0.1	11	-0.4	4
CCOc1ccccc1-n1c(SCC(=O)NC(C)CC)nnc1-c1ccoc1C (stereo not given)	0.9	12	-1.1	7
CCCCNC(=O)CSC1=Nc2ccccc2C2=NC(Cc3ccccc3)C(=O)N12 (stereo not given)	-0.1	9	-1.5	-1
COc1c(C)cccc1C(=O)Nc1ccc2c(c1)OCCO2	-0.1	1	-2.6	-66
C=CCNCCC1CCC(=O)N1C1Cc2ccccc2C1 (stereo not given)	0.1	1	0.0	-17
CC(=O)C1=C(O)C(=O)N(CC#N)C1c1cccc(F)c1 (stereo not given)	-0.1	-3	-0.1	-4
CN(C(=O)c1ccc(-n2cnnn2)cc1)C1CC(C)(C)NC(C)(C)C1	0.4	13	-0.4	1
CC1=C(C(=O)O)N2C(=O)C(NC(=O)c3ccn(C)n3)C2SC1 (stereo not given)	0.1	14	-0.2	1
O=C(O)c1cccnc1SC1CC(=O)N(c2ccccc2)C1=O (stereo not given)	1.0	19	-0.3	2
NS(=O)(=O)c1ccc(CNS(=O)(=O)c2ccc(F)c(Cl)c2)cc1	0.1	-5	1.3	0
CCOc1ccccc1/C=C1\C(=O)Nc2ccc(F)cc21	0.7	1	0.1	-4
COC(=O)c1ccc(COn2nnc3ccc(S(=O)(=O)N(C)C)cc32)o1	-0.2	0	0.3	0
O=C(Nc1ccccc1-n1ccnc1)c1ncoc1-c1ccc(Cl)cc1	0.1	12	-0.3	5
Cc1cc(N2CCCCC2)nc2ccc(NC(=O)c3c(F)cccc3F)cc12	0.1	5	-1.4	-25
CCn1cc(CN2CCCC(C(=O)Nc3cccc(-n4cccn4)c3)C2)c(C)n1 (stereo not given)	0.1	4	-0.2	8
CC(=O)NC(NC(=O)c1ccc(Cl)cc1)C(Cl)Cl (stereo not given)	0.6	12	6.9*	11
COc1cc(/C=N/O)ccc1OCc1ccc(Br)cc1	0.0	-3	-0.4	-60
COc1ccc(C(=O)NCC(c2cccnc2)N(C)C)cc1 (stereo not given)	0.1	10	-0.5	2
N#CC1(C#N)C(c2ccco2)OC23CCCCC2C1(C#N)C(=N)O3 (stereo not given)	0.0	13	0.0	-5
CCOc1ccc(NC(=O)CN(c2cccc(Cl)c2)S(C)(=O)=O)cc1	0.2	3	0.0	11
CS(=O)(=O)c1ccc2sc(N)nc2c1	0.1	-1	0.2	14
CCc1cccc(CC)c1NC(=O)C1CCN(c2nc(C)cc(C)n2)CC1	0.1	1	2.0	6
CCn1nccc1C(=O)NC1C(=O)N2C(C(=O)O)=C(COC(C)=O)CSC12 (stereo not given)	0.0	5	-0.3	-2
CCCCN(C)C(=O)C1c2ccccc2C(=O)N(Cc2ccc(F)cc2)C1c1ccc(OC)cc1 (stereo not given)	-0.1	-1	1.1	-11
COc1ccc2[nH]c3c(c2c1)CN(C(=O)Cn1cc(NC(=O)c2ccccn2)cn1)CC3	-0.2	7	-0.6	0
N#CC1Cn2c(nc3c(c2=O)C2(CCCC2)Cc2ccccc2-3)S1 (stereo not given)	0.1	-8	-0.4	3
O=C(CSCc1nc2ccccc2c(=O)n1-c1cccc(C(F)(F)F)c1)Nc1ccccc1	0.4	8	0.2	-14
Cn1cnnc1SCc1c(F)cccc1Cl	0.3	10	-1.6	-9
O=C(c1c(F)cccc1F)N1CCC2(CC1)NC(=O)N(Cc1ccc(Cl)cc1)C2=O	0.7	17	0.9	6
CCC(=O)Nc1ccc(-c2nnc(-c3ccc(C)cc3)o2)cc1	-0.1	-6	-0.1	-23

Grouped by structure, the entries above containing a furan ring, fused or not.
SMILES	FBW7 activator	MITF primary	GPR151 activ	TEAD-YAP inh
C=CCn1c(SCC(=O)Nc2ccc(C)c(F)c2)nnc1-c1ccco1	-0.1	-2	0.0	9
CCOc1ccccc1-n1c(SCC(=O)NC(C)CC)nnc1-c1ccoc1C (stereo not given)	0.9	12	-1.1	7
COC(=O)c1ccc(COn2nnc3ccc(S(=O)(=O)N(C)C)cc32)o1	-0.2	0	0.3	0
N#CC1(C#N)C(c2ccco2)OC23CCCCC2C1(C#N)C(=N)O3 (stereo not given)	0.0	13	0.0	-5

Continued.
SMILES	FBW7 activator	MITF primary	GPR151 activ	TEAD-YAP inh
Cc1c(NC(=O)COc2ccc(I)cc2)c(=O)n(-c2ccccc2)n1C	0.6	10	-2.1	10
Cc1cc(NCCCN2CCCC2=O)nc(N2CCN(c3ccccn3)CC2)n1	1.2	11	1.4	1
O=C(c1ccccn1)N1CCC(c2[nH]ncc2Cc2ccccc2)CC1	0.1	-7	0.3	3
CCOC(=O)CNC(=O)Cn1cnc2c(nnn2-c2ccc(OC)cc2)c1=O	-0.1	-12	-0.4	-2
CCCc1nnc2n1N=C(c1ccc(Br)cc1)CS2	0.1	16	-0.1	5
COc1ccc(N2CC(c3nc(-c4cc(OC)c(OC)c(OC)c4)no3)CC2=O)cc1Cl (stereo not given)	0.5	-3	-1.5	-4
O=C1CC(c2ccccc2)CC2=C1C(c1cccs1)Nc1ccc(C(=O)c3ccccc3)cc1N2 (stereo not given)	0.0	7	0.2	9
C/C(=N\NC(=O)c1cnccn1)c1ccco1	-0.7	-15	-0.8	-40
O=C(Cn1ccc(C(F)(F)F)n1)N/N=C/c1cc2c(cc1[N+](=O)[O-])OCO2	0.1	3	1.1	0
COc1cc(N=C(N)N=C(N)N)c(OC)cc1Cl	-0.1	9	-0.5	7
CSCCC(NC(=O)OC(C)(C)C)C(=O)NCC(N)=O (stereo not given)	0.0	-3	0.7	4
Cc1csc(SCCn2c(N3CCCC3)nc3c2c(=O)[nH]c(=O)n3C)n1	0.0	-3	-0.4	3
CCCOc1ccc(C(=O)NCC2(c3ccccc3)CCOCC2)cc1OC	0.6	10	1.7	5
CCS(=O)(=O)c1ccc(OC)c(NN=c2c(=O)c3ccccc3c2=O)c1	-0.1	8	-0.2	0
CCOc1ccc(S(=O)(=O)Nc2ccc(OC)cc2)c2cccnc12	0.0	4	-0.4	-10
CC1(C)CC(N=Cc2ccco2)CC(C)(C)N1	0.0	12	0.0	8
CC(=O)OCC1=C(C(=O)O)N2C(=O)[C@@H](NC(=O)CSc3ccncc3)[C@H]2SC1	-0.1&0.0	36&11	-1.0&0.8	3&-7
O=c1[nH]c(C2COc3ccccc3O2)nc2ccncc12 (stereo not given)	-0.5	5	-4.9	-8
Cc1cc(S(=O)(=O)NCC(C)C)ccc1OCC(=O)N1CCOCC1	-0.1	-15	-1.0	0
CCCCn1c(SCC(=O)Nc2ccccc2)nc2c1c(=O)n(C)c(=O)n2C	0.8	14	-0.5	8

Profiles, looked up by structure. Order of screens: FBW7 activator	MITF primary	GPR151 activ	TEAD-YAP inh
O=C1CC(c2ccccc2)CC2=C1C(c1cccs1)Nc1ccc(C(=O)c3ccccc3)cc1N2 (stereo not given) is entered as 0.0	7	0.2	9
COc1cccc(OCCOCC(O)CN2CCN(c3ccccc3OC)CC2)c1 (stereo not given) is entered as 0.0	7	-0.6	13

An excerpt of these results, in CSV form:
SMILES,FBW7 activator,MITF primary,GPR151 activ,TEAD-YAP inh
Cc1cc(S(=O)(=O)NCC(C)C)ccc1OCC(=O)N1CCOCC1,-0.1,-15,-1.0,0
O=C(Cn1ccc(C(F)(F)F)n1)N/N=C/c1cc2c(cc1[N+](=O)[O-])OCO2,0.1,3,1.1,0
COc1ccc(N2CC(c3nc(-c4cc(OC)c(OC)c(OC)c4)no3)CC2=O)cc1Cl (stereo not given),0.5,-3,-1.5,-4
O=C1CC(c2ccccc2)CC2=C1C(c1cccs1)Nc1ccc(C(=O)c3ccccc3)cc1N2 (stereo not given),0.0,7,0.2,9

The results go on:
SMILES	FBW7 activator	MITF primary	GPR151 activ	TEAD-YAP inh
O=C(NC1CCCC1)c1nnc(-c2ccc3c(c2)OCO3)o1	0.1	-12	1.4	-39
c1ccc(CCn2nnnc2C(c2cccs2)N2CCSCC2)cc1 (stereo not given)	0.1	7	-0.3	-8
CC1=C(C(=O)Nc2ccccc2)C(c2cccs2)C(C#N)=C(SCC(=O)Nc2ccc(Oc3ccccc3)cc2)N1 (stereo not given)	0.2	14	0.0	2
CCN(CCCNC(=O)c1cc(-c2ccccc2)nc2ccccc12)c1cccc(C)c1	0.0	11	0.0	13
O=C(NNC(=S)NC1CCCCC1)c1ccc2c(c1)OCO2	0.9	7	2.7	-30
CCOC(=O)c1sc(=NC(=O)c2ccc(C#N)cc2)n(C)c1C	0.0	-1	0.0	-11
O=C(CCCOc1ccc(Cl)cc1Cl)Nc1ccc2c(c1)OCO2	0.0	0	-0.3	0
O=C(CSc1cn(Cc2ccccc2Cl)c2ccccc12)Nc1ccccc1	0.1	-4	-1.2	-18
CC(=O)N1CCc2c(sc(NC(=O)Cc3cccc4ccccc34)c2C#N)C1	-0.1	-3	-0.3	54*
COc1cccc(-c2n[nH]c3c2C(c2ccccc2F)NC3=O)c1 (stereo not given)	0.2	9	-1.2	-16
Cc1cc(SC(C)C(=O)O)n2c(nc3ccccc32)c1C#N (stereo not given)	1.0	17	0.7	10
CN1C(=O)c2c(NCc3ccccc3)cc([N+](=O)[O-])cc2S1=O (stereo not given)	0.0	18	-0.8	-1
COc1cccc(OCC(O)CNC(=O)CCN2Cc3cc(Cl)ccc3OC(C)C2)c1 (stereo not given)	-0.1	15	-1.4	0
Cc1ccc(O)c(C(=O)c2ccccc2)c1	0.2	8	-0.9	-7
COc1cc(NC(=S)N2CCN(c3ncccn3)CC2)c(OC)cc1Cl	0.3	8	0.8	9
COc1ccc(-c2nc(CS(=O)CC(=O)N3CCCC3)c(C)o2)cc1 (stereo not given)	0.1	18	-0.7	5
CC(=Nc1ccc([N+](=O)[O-])cc1)c1c(O)n(C)c(=O)n(C)c1=O	0.4	7	0.0	0
CCOc1ccc(/C=N/NC(=O)CCC(=O)Nc2ccc(Br)cc2)cc1	0.0	14	-0.8	1
COc1ccc(CCNc2nc(Nc3ccncn3)nc3c2ncn3C(C)C)cc1	0.0	6	-2.6	-16
COc1cc(CN2CCNC(=O)C2CC(=O)NCCCC2CCCC2)cc(OC)c1 (stereo not given)	0.2	-3	-0.8	1
FC(F)(F)c1cccc(CNc2nc(-c3ccccc3)nc3c2ncn3-c2ccsc2)c1	0.2	5	-1.4	12
CCSc1nc2scc(C(F)(F)F)n2c(=O)c1C(=O)N(C)CC1OCCO1	0.3	9	1.0	-2
COc1cc(/C=C2\SC(=NCc3ccccc3)N(Cc3ccccc3)C2=O)ccc1O	0.1	3	-0.3	-7
COc1ccc2nc(Nc3nnc(-c4ccc(Cl)cc4)o3)sc2c1	0.3	13	-1.1	3
O=C(O)CCC(=O)Nc1ccc(OCC(=O)O)cc1	-0.1	6	0.3	3
C/C(CCc1ccc2c(c1)OCO2)=N/N=C1/NC(=O)CC(C(=O)O)S1 (stereo not given)	0.0	12	-0.4	8
O=C(c1cnc2scc(-c3ccc(Cl)s3)n2c1=O)N1CCC2(CC1)OCCO2	0.3	1	0.2	3
COc1ccc(CCN=C(N)NS(=O)(=O)c2ccc(C)cc2)cc1	0.1	-6	-0.4	2
Cc1cc2ccccc2n2c(=O)n(CC(=O)NC3CC3)nc12	0.0	3	0.3	0
COc1ccc(CNc2ccnc(Nc3ccc(OC)cc3)n2)cc1	0.1	2	3.7	8
O=C(CCc1nc2ccccc2[nH]1)Nc1ccccc1	-0.3	-16	-0.6	-1
CCCCN(C)S(=O)(=O)c1ccc(F)c(C(=O)Nc2cccc(OC)c2)c1	0.5	20	-0.7	-8
Cc1cccc(COc2cc(C)cc3oc(=O)c(Cc4ccccc4)c(C)c23)c1	0.3	-11	-0.3	5
O=C(O)c1ccc(/C=C2\SC(=S)N(NC(=O)c3ccccc3)C2=O)cc1	0.0	28	-1.0	1
Cc1cc(C)n(CC(=O)n2c3ccccc3c3ccccc32)n1	0.2	8	-0.7	2
CCCCNC(=O)c1ccc(CS(=O)(=O)c2ccc(OC)cc2)o1	0.1	-2	-0.4	-1
CC1CCCCN1c1nc2nonc2nc1N1CCCCC1C (stereo not given)	0.0	5	-0.3	4
COc1cccc(CNc2nc3ccccc3c3nc(CCn4nc(C)cc4C)nn23)c1	0.0	-1	-0.3	4
COC(=O)c1cc(=O)n(C2CC2)c(=NC2CC2)s1	-0.1	19	1.6	5
C=CCOC(=O)CCN1C(=O)c2ccccc2C1=O	0.0	4	20*	-4
